# Screens deposited in PubChem by National Center for Advancing Translational Sciences (NCATS).
# p53 reactivator = mutant p53 re-activation in reporter cells | H1299 p53-A138V BP100-luciferase reporter, luminescence, 24 h | Potency, µM (series often up to 92.2 µM), inactives show at the highest dose activity change, positive = activation, usual class: activators | actives 0.063% (n = 320,000) | AID 504706; also: % of control where 0% means no effect; nearly all actives have a fitted effect of over 45% in size
#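 H1299 (p53-null), stable ts p53-A138V + BP100-Luc; 1000 cells/well, Opti-MEM/10% FBS; cpd 4 pt, 1:5; 24 h, 37 deg C, 5% CO2; detection reagent 10 min RT; luminescence.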
# BRCA1 expr act = increases BRCA1 expression; MCF7-BRCA1-FFLuc reporter, luminescence, 48 h; response scale: scaled: vehicle 0%, 10 µM genistein 100%; Potency, µM (doses to about 46.1 µM), for inactives: at the highest dose activation, usual class: activators; actives 1.1% (n = 380,000); also: nearly all actives have a fitted effect of over 80% in size; some results filed as inactive show a strong effect at the top dose
#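 48 h compound treatment of MCF7-BRCA1-FFLuc cells (phenol-red free MEM, 37 °C), then 15 min with luciferase substrate and luminescence imaging.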
# uPA surface inh = cell surface uPA generation inhibition; cell surface uPA generation assay, qHTS; Potency, µM (top dose mostly 38.3 µM), for inactives: top-dose activity change, negative = inhibition, most hits filed as inhibitors; actives 0.31% (n = 330,000); AID 540303; active = well fitted inhibition curve with a large enough effect; inconclusive = small, poorly fitted or top-dose-only effect; inactive = no such curve, though single readings can be large or run the other way; tested in mouse RAW 264.7 cells; also: % is scaled to controls: 0 for no effect and ±100 for the full control effect; nearly all actives have a fitted effect of over 55% in size
# ELG1 genotox = inducers of genotoxicity in HEK293T ELG1-luciferase cells. HEK293T ELG1-luciferase reporter, luminescence, 16 h. Potency, µM (top dose mostly 46 µM), for inactives: at the top dose activity change, positive = activation, most hits filed as activators. actives 1.3% (n = 330,000); also: % of control where 0% means no effect; nearly all actives have a fitted effect of over 60% in size
#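 Genotoxic stress is detected as increased luminescence from luciferase-tagged ELG1 in HEK293T cells, measured with ONE-Glo after a 16 hr treatment at 37 °C.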
# FLuc counter = firefly luciferase modulation, counter-screen for miR-21 project; P08659; purified FLuc, Km substrates, luminescence inhibition; Potency, µM (top dose mostly 57.5 µM), inactives show top-dose activity change, negative = inhibition, actives largely listed as inhibitors; actives 6.9% (n = 360,000);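 also: plate controls were vehicle for no effect and reference inhibitor for full effect; nearly all actives have a fitted effect of over 55% in size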
#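 Purified P. pyralis luciferase (10nM final) with 10uM D-luciferin and 10uM ATP (Km levels) in 50mM Tris acetate pH 7.5, 10mM Mg acetate, 0.01% Tween-20, 0.05% BSA; qHTS 6-point titration, ~60 µM downward; luminescence read.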
# Rab9 promoter act = activates the Rab9 promoter. Huh7 Rab9 promoter-luciferase reporter, luminescence, 24 h. Potency, µM (doses to about 9.22 µM), for the others: at the highest dose activation, negative = inhibition, hits mostly activators. actives 2.8% (n = 320,000). AID 485297; also: % of control where 0% means no effect; nearly all actives have a fitted effect of over 60% in size
#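 Using Huh7 cells stably transfected with Rab9 promoter–luciferase, compounds were incubated 24 h at 37 °C, 5% CO2; luciferase luminescence was read 10 min after reagent addition.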
# NPC1 prom act = activates the NPC1 promoter; Huh7 NPC1 promoter luciferase reporter, 24 h; Potency, µM (highest dose often 9.22 µM), inactives show at the highest dose activation, most hits filed as activators; actives 2.4% (n = 320,000);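 also: % of control where 0% means no effect; nearly all actives have a fitted effect of over 60% in size; reporter is driven by a mutant NPC1 promoter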
#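 Huh7 cells stably carrying NPC1 promoter–luciferase, plated in Opti-MEM with 10% FBS for 2 h, were exposed to compound in DMSO for 24 h at 37 °C; luciferase reagent was added for 10 min and luminescence read.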
# VP16 counter = inhibits Gal4-VP16 luciferase reporter, ROR gamma counter-screen; Drosophila S2 Gal4-VP16 UAS-luciferase, luminescence, 20 h; Potency, µM (titrated, usually from 53.6 µM), without a hit: at the highest dose activity, negative = inhibition, most hits filed as inhibitors; actives 3.5% (n = 310,000); AID 2546;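 also: Gal4-VP16 expression switched on by copper sulfate through the metallothionein promoter; % is scaled to controls: 0 for no effect and ±100 for the full control effect; nearly all actives have a fitted effect of over 50% in size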
# MBNL1-CUG inh = inhibitors of human MBNL1 binding to CUG repeat RNA; Potency, µM (doses to about 57.5 µM), for the others: at the highest dose activity change, negative = inhibition, most hits filed as inhibitors; TR-FRET MBNL1-His/biotin-(CUG)12 binding, 665/545 ratio; AID 2675; Q9NR56; actives 0.036% (n = 280,000); active = well fitted inhibition curve with a large enough effect in the signal ratio, with a control signal flat, not every such curve was filed as active; inconclusive = small, poorly fitted or top-dose-only effect, or effect the other way, or a change in a side signal; inactive = no such curve, though single readings can be large or run the other way; the % refers to the signal ratio; also: % is scaled to controls: 0 for no effect and ±100 for the full control effect
# Target sequence (Q9NR56 whole entry, looked up): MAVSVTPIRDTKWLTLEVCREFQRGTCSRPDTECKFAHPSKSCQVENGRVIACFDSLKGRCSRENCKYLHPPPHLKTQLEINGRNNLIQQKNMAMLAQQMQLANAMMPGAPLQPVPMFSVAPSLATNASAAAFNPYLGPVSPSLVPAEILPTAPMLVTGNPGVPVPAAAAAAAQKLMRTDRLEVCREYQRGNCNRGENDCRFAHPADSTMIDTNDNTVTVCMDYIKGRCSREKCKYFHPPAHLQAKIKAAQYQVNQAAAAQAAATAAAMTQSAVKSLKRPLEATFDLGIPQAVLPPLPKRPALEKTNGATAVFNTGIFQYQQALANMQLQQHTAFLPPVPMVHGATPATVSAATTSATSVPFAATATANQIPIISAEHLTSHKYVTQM
#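 Inhibition of protein-RNA binding appears as loss of TR-FRET between terbium anti-His antibody on MBNL1-His and streptavidin-XL665 on biotin-(CUG)12. Activity is normalized to buffer-only and uninhibited-complex controls.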
# RORgamma inh = blocks mouse ROR gamma transcriptional activity; P51450; Drosophila S2 Gal4-RORgamma UAS-luciferase reporter, 20 h; Potency, µM (top dose mostly 53.6 µM), inactives show at the top dose activity change, negative = inhibition, most hits filed as inhibitors; actives 5.4% (n = 310,000); AID 2551; also: % is scaled to controls: 0 for no effect and ±100 for the full control effect; nearly all actives have a fitted effect of over 60% in size
# Target sequence (P51450 whole entry, looked up, the tested form may be a part): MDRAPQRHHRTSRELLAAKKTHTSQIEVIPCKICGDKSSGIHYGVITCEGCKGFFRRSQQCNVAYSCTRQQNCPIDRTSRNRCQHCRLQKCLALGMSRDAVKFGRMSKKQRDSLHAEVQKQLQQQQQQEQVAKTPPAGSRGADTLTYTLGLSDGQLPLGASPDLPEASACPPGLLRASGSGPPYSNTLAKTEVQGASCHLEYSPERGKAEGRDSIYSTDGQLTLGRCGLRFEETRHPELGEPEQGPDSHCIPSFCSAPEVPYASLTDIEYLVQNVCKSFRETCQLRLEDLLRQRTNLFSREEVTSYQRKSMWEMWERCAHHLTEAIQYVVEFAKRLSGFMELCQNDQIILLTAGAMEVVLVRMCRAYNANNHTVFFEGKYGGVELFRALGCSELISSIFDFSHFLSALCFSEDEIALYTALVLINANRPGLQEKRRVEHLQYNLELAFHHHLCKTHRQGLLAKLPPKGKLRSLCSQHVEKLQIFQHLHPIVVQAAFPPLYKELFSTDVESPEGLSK
#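 ROR gamma transcriptional activity was tracked as Gal4-UAS luciferase output in stably transfected Drosophila Schneider cells, with compound added 1 hr before 700 uM copper sulfate induction and a 20 hr ambient-temperature incubation.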
# Active calls of the source: *; ? = inconclusive; / = no result given; [ ] = remark or other dose. Unless noted, calls follow the shape of the dose curve; as a rule, active = well fitted curve in the direction sought with a large enough effect; inconclusive = small, poorly fitted or top-dose-only effect, or another doubt; inactive = no such curve, though single readings can be large; an effect the other way counts as inactive or inconclusive. Potency is read from the fitted curve at half-maximal effect. An unsorted share of the library; overall some 13% were active at least once.
SMILES,p53 reactivator,BRCA1 expr act,uPA surface inh,ELG1 genotox,FLuc counter,Rab9 promoter act,NPC1 prom act,VP16 counter,MBNL1-CUG inh,RORgamma inh
Cc1ccc(CNC(=O)c2cc3c(=O)n4ccccc4nc3n(CC3CCCO3)c2=N)cc1 (stereo not drawn),?,-25%,-5%,1%,-1%,0%,-1%,1%,?,2%
O=C(Nc1ccncc1)c1cc(S(=O)(=O)N2CCN(c3ccccc3)CC2)ccc1Cl,-2%,-44%,-16%,-6%,-1%,-3%,0%,/,/,/
CCOC(=O)C1CCN(C(=O)c2cccc(S(=O)(=O)N3c4ccccc4CC3C)c2)CC1 (stereo not drawn),-11%,-20%,5%,-1%,-2%,-2%,-5%,/,/,/
Cn1cc(/C=C(\C#N)C(=O)Nc2ccccc2O)c2ccccc21,11%,12%,-6%,-11%,?,?,27%,-5%,6%,-14%
CCCOc1ccc(S(=O)(=O)N2CCCC2)cc1[N+](=O)[O-],9%,26%,-1%,1%,0%,2%,-1%,1%,7%,9%
COc1ccc(CC(=O)N2CCN(c3ccccc3)CC2)cc1OC,-7%,-26%,-1%,-2%,-3%,-1%,0%,0%,-2%,43%
COc1ccc(NC(=O)C2CCN(S(=O)(=O)c3c(C)noc3C)CC2)cc1OC,10%,12%,1%,0%,3%,1%,-2%,-1%,0%,-12%
COc1ccc(OC)c(S(=O)(=O)N2CCC(C(=O)NCc3ccccc3OC)CC2)c1,2%,4%,4%,-5%,4%,-2%,-4%,-7%,?,23%
Cc1ccccc1C(=O)N1CCc2c([nH]c3ccccc23)C1C(F)(F)F (stereo not drawn),4%,-50%,6%,-2%,0%,-1%,-3%,7%,-5%,1%
CCN1CCCC1CNC(=O)Cn1cccc1C(=O)c1ccccc1 (stereo not drawn),9%,-5%,-6%,-5%,3%,-8%,-1%,6%,3%,1%
CC12CCC(=O)N1C(C(=O)N1CCN(S(=O)(=O)c3ccccc3F)CC1)CS2 (stereo not drawn),5%,0%,1%,-6%,0%,-1%,0%,/,/,/
CC(C)=CCN1CCN(Cc2ccc(N3CCNC3=O)cc2)CC1CCO (stereo not drawn),1%,30%,4%,8%,-7%,12%,4%,-2%,-2%,11%
COCCN(CC(=O)NCc1ccc2c(c1)OCO2)C(=O)CCC(=O)Nc1nccs1,-8%,-3%,2%,3%,1%,-2%,0%,-3%,-7%,5%
Cc1cccc(-c2nnc(SCC(=O)c3ccc(O)cc3O)n2C)c1,1%,13%,2%,-14%,-1%,-1%,0%,-10%,1%,-39%
O=C(CCN1C(=O)c2cccc3cccc(c23)C1=O)NCC1CCCO1 (stereo not drawn),4%,-1%,-1%,2%,-3%,2%,0%,0%,?,3%
COC(=O)c1c(NC(=S)NNC(=O)c2ccc(Cl)s2)sc(C(=O)N(C)C)c1C,-2%,-4%,-28%,5%,-1%,5%,1%,-8%,6%,?
COc1ccc(N(C(=O)Cn2nnc3ccccc32)C(C(=O)NCc2ccco2)c2ccncc2)cc1 (stereo not drawn),-2%,1%,2%,-3%,-1%,2%,0%,5%,-1%,0%
C=CCOc1ccc2ccccc2c1CNc1ncn[nH]1,-2%,-50%,-7%,-12%,-10%,-5%,-2%,-3%,21%,-27%
CNS(=O)(=O)c1cccc(C(=O)NCC(c2cccs2)N2CCOCC2)c1 (stereo not drawn),3%,-13%,1%,2%,-1%,-3%,-1%,/,/,/
COc1ccc(Cl)cc1N(C(=O)c1ccco1)C(C(=O)NC1CCCC1)c1cccnc1 (stereo not drawn),-5%,-24%,0%,-5%,0%,-1%,-2%,13%,-4%,3%
COc1ccc(OC)c(-n2c(C)ccc2-c2ccc(S(C)(=O)=O)cc2)c1,2%,-23%,-2%,15%,9%,2%,0%,-4%,5%,18%
c1ccc(CNc2cncnc2)cc1,5%,42%,12%,2%,-1%,2%,-2%,0%,-7%,-61%[1.91 µM]
COc1ccc(CC(=O)Nc2cc(=O)n(C)c(=O)n2C)cc1OC,-3%,-2%,0%,5%,2%,-7%,-4%,-6%,-3%,-2%
CC(C)C(=O)Nc1cccc(NC(=O)c2cccc([N+](=O)[O-])c2)c1,-5%,0%,2%,-2%,1%,0%,0%,-8%,?,19%
COc1cc2c(C(=O)N3CCN(C)CC3)c(C)n(-c3ccccc3)c2cc1Br,-1%,1%[1.84 µM],3%,1%,2%,0%,-4%,-5%,-2%,3%

# Other records
SMILES,p53 reactivator,BRCA1 expr act,uPA surface inh,ELG1 genotox,FLuc counter,Rab9 promoter act,NPC1 prom act,VP16 counter,MBNL1-CUG inh,RORgamma inh
O=C(/C(=C/O)N=Nc1ccc(Cl)cc1)c1ccncc1,7%,-72%,-4%,1%,1%,-4%,0%,-11%,?,21%
COc1ccc(C(CC(=O)Nc2ccc(C)cc2)NC(=O)C(F)(F)F)cc1 (stereo not drawn),7%,53%,2%,1%,-2%,-3%,-4%,-10%,-13%,-1%
COC(=O)c1c(NC(=O)CCC(=O)O)sc2c1CCCCC2,1%,-17%,-3%,5%,-1%,-7%,-8%,-2%,/,-12%[10 µM]
CCOP(=O)(O)c1ccccc1OCCCCCOc1ccccc1P(=O)(O)OCC,-1%,9%,3%,3%,-2%,1%,0%,-9%,-1%,-23%
CCOc1ccccc1NC(=O)CSc1nnc(Cc2cccn2C)n1-c1ccc(F)cc1,2%,-5%,0%,-14%,5%,0%,1%,?,?,-102%
CC1=NN(c2ccccc2)C(=O)C1c1ccccc1 (stereo not drawn),7%,-11%,-6%,0%,-18%,-4%,-2%,-7%,7%,?
Cc1cccc(NC(=O)Cn2cnc3ccccc3c2=O)c1C,/,1%,5%,/,11%,/,/,5%,2%,2%
Cc1cc2oc(=O)cc(CN3CCCCC3)c2cc1C(C)C,?,-29%,3%,-4%,-3%,-2%,2%,2%,5%,?
COc1ccccc1CN=C1NC(=O)C(CC(=O)Nc2ccc(C(C)=O)cc2)S1 (stereo not drawn),-5%,-5%,5%,2%,3%,-5%,2%,5%,-9%,3%
Cc1cc(Br)ccc1SCC(=O)OCC(=O)Nc1ncc(C(F)(F)F)cc1Cl,-1%,-8%,2%,0%,4%,-7%,-2%,-12%,-28%,-16%
O=C(N[C@@H](Cc1ccccc1)C(=O)N1CCC2(CC1)NCCc1[nH]cnc12)c1cccc(Br)c1,-11%,-2%,2%,-15%,-1%,-12%,-10%,-11%,-6%,5%
CCOc1ccc(C(=O)NC2CCN(C(=O)NCc3ccccc3)CC2)cc1,7%,12%,0%,-4%,0%,5%,2%,0%,2%,-3%[10 µM]
N#CCC(=O)N/N=C/c1cc([N+](=O)[O-])ccc1N1CCCC1,2%,-20%,-3%,-9%,-6%,3%,-4%,-5%,?,43%
CC(=O)OCCCNc1cc(Sc2ccc(C)cc2)c2nonc2c1[N+](=O)[O-],-3%,-61%,-15%,-3%,5%,-7%,-2%,?,?,-41%
O=C(CSc1cccc[n+]1[O-])CSc1cccc[n+]1[O-],6%,-4%,1%,-3%,1%,0%,-6%,?,6%,4µM*
CC(C)(C)N(NC(=O)Nc1ccc(Cl)cc1)C(=O)c1ccccc1,0%,-7%,4%,-6%,-4%,-2%,0%,1%,-18%,23%
CCC1C(=O)N=C(SCC(=O)Nc2cccc3ccccc23)NC1=O (stereo not drawn),5%,4%,-3%,-5%,0%,-1%,-5%,/,11%,0%[0.365 µM]
Cc1ccccc1S(=O)(=O)NCc1ccc(N2CCN(C)CC2)cc1,2%,54%,-19%,-2%,-19%,4%,2%,-1%,/,7%
COC(=O)C1=CNC=C(C(=O)OC)C1c1ccccc1Cl,-8%,-26%,2%,-3%,2%[2.3 µM],-4%,-1%,-27%,?,11%
O=C(c1cc2ccccc2c(=O)o1)N1CCCCCC1,?,23%,-3%,15%,24µM*,13%,1%,1%,6%,-4%
COc1cccc(-c2nc3ccc(C(=O)NC(C)Cc4cccnc4)cc3o2)c1 (stereo not drawn),/,?,-30%,?,9.5µM*,2.8µM*,2.2µM*,?,-3%,-9%
O=C(NCC1CCCO1)c1cccc(Br)c1 (stereo not drawn),7%,31%,/,6%,3%[2.3 µM],4%,5%,15%,0%,3%
Cc1ccc(C)c(-n2c(-c3cccnc3)n[nH]c2=S)c1,0%,-9%,3%,-5%,1%,1%,-3%,-7%[10 µM],2%,10µM*
COC(=O)c1sccc1-n1cccc1C(=O)C(=O)N1CCCC1,5%,-16%,2%,-2%,9%,0%,-4%,1%,?,10%
O=C(CCNC(=O)N1CCn2c1nc1ccccc12)NCc1ccccc1Cl,1%,9%,0%,1%,-18%,-12%,1%,9%,-1%,2%
CNC(=O)/C(C#N)=C/c1c(N2CCN(c3ccccc3)CC2)nc2c(C)cccn2c1=O,-4%,-41%,-1%,-7%,2%,-3%[1.84 µM],-4%,4%,?,-12%
COc1ccc(S(=O)(=O)c2c(O)c3ccc(C(=O)Nc4ccccc4)cc3[nH]c2=O)cc1,8%,0%,3%,-1%,?,-2%,-1%,3%,-2%,0%
